IL1B NFkB pot = enhancers of NFkB p65 translocation in HUVEC – imaging, IL-1B stimulus, high-content imaging, primary screen | activation, % at 2 µM | actives 0.3% (n = 94,000) | HUVEC IL-1B NFkB p65 nuclear translocation imaging;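 active means activation above 40%, about the mean plus 3 SD, also judged a hit on visual image review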;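 further: percent activation is computed from the nuclear over cytoplasmic p65 intensity ratio; values of inactives mirror those of a sister screen read the other way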
Bcl-B TR3 displacers = displacers of TR3 peptide from Bcl-B, primary screen, selectivity assay for Bfl-1 inhibitor project, biochemical, fluorescence polarization | displacement, % at 20 µM, or IC50 in µM where a hit was titrated | AID 748, 2007 | FP displacement of FITC-TR3 peptide from Bcl-B; higher % means a stronger effect | actives 0.11% (n = 96,000);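 active means displacement above 50% at 20 µM plus a fluorescence interference ratio under 1.5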;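 further: plate controls were wells without compound for no effect and wells lacking Bcl-B protein for full effect; a part of the inactive calls stands beside numbers as strong as those of hits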
IL1B NFkB inh = inhibitors of IL-1B driven NFkB p65 nuclear import, primary screen, imaging, HUVEC, IL-1B stimulus, high-content imaging | AID 796, 2007 | inhibition, % at 2 µM | HUVEC IL-1B NFkB p65 nuclear translocation imaging | actives 0.43% (n = 94,000);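 active means inhibition above about 30% together with a positive call from visual inspection of the well image, limit read from the data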;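 further: nuclear over cytoplasmic p65 intensity ratio measured by imaging; 0% = IL-1B stimulated DMSO wells and 100% = unstimulated DMSO wells; values of inactives mirror those of a sister screen read the other way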
PLAP inhibition = PLAP enzyme inhibitors, biochemical, luminescence, HTS (AID 690) | one-dose inhibition, % at 20 µM; IC50 in µM for titrated hits | actives 0.08% (n = 96,000) | purified PLAP, luminescent substrate; higher % means a stronger effect; in the data active means a potency from the dose series; inactive means the rest, 99 in 100 with inhibition below about 30%; further: strong numbers were not always called active
MRP reversal = reversal of MRP1-mediated doxorubicin resistance, primary screen, H69AR cells, doxorubicin co-treatment. actives 0.04% (n = 85,000). H69AR cells + 2 uM doxorubicin, CellTiter-Glo, 72 h. AID 602, 2007. differential viability (reversal), % at 10 µM;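 active means viability drop by adding the cancer drug above about 55%, with treated viability meeting a 40% cutoff, limit read from the data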;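 further: viability without doxorubicin minus viability with 2 µM doxorubicin for each compound; larger differential means the compound sensitizes cells more to doxorubicin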
MRP reversal cytotoxicity = recorded beside MRP reversal, whose call it bears; viability, %; H69AR cells, CellTiter-Glo, 72 h; measured here: cytotoxicity without doxorubicin
MRP reversal with doxorubicin = recorded beside MRP reversal, whose call it bears; viability, %; measured here: viability with 2 uM doxorubicin; stronger effect = lower value
IL1B NFkB inh cell count 2 µM = further read-out of IL1B NFkB inh, marked with its call; cell count; measured here: cells passing quality filter;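 raw number of nuclei counted in each imaged well without normalization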
IL1B NFkB pot cell count 2 µM = recorded beside IL1B NFkB pot, whose call it bears; cell count; measured here: cells passing quality filter
* marks the source's active call; other numbers are inactive results; nt = no result given. This is a subset; rates above refer to the full screens.

SMILES	IL1B NFkB pot	IL1B NFkB pot cell count 2 µM	Bcl-B TR3 displacers	IL1B NFkB inh	IL1B NFkB inh cell count 2 µM	PLAP inhibition	MRP reversal	MRP reversal cytotoxicity	MRP reversal with doxorubicin
O=C(CN1CCOCC1)Nc1ccccc1NC(=O)C1CCN(c2ncccn2)CC1	17	142	5%	-17	142	-27%	9	85	76
CCCC(C)NC(=O)/C=C/c1cccc([N+](=O)[O-])c1 (configuration not stated)	1	106	-5%	-1	106	10%	nt	nt	nt
COC(=O)[C@H](C)NC(=O)Nc1ccccc1C(F)(F)F	23	97	1%	-23	97	6%	-4	99	103
COc1ccccc1NC(=O)N1CCCC1C(=O)Nc1ccc(NC(C)=O)cc1 (configuration not stated)	-5	90	4%	5	90	6%	12	89	77
Cc1noc(C)c1S(=O)(=O)N(CC(=O)NCc1ccc2c(c1)OCO2)c1ccc(C(C)C)cc1	-2	160	-17%	2	160	-2%	-22	54	76
O=C(COc1ccc(S(=O)(=O)NCc2ccccc2)cc1)NCC1CCCO1 (configuration not stated)	2	137	0%	-2	137	9%	-5	83	88
Clc1cccc(N2CCN(CCNc3nc4ccccc4n4cnnc34)CC2)c1	nt	nt	4%	nt	nt	-12%	-5	66	71
Cc1ccc(NCc2nnc3n2CCCCC3)cc1	-5	186	-1%	4	186	-25%	3	99	96
CCOC(=O)C1CCN(C(=O)CNS(=O)(=O)c2cccs2)CC1	nt	nt	-2%	nt	nt	-2%	9	99	90
CCn1c(SCC(=O)Nc2cccc(OC)c2)nnc1-c1ccc(Cl)cc1	14	184	5%	-14	184	9%	7	98	91
CC(=O)NC(NC(C)=O)c1ccc(Br)cc1	2	187	0%	-2	187	-7%	nt	nt	nt
CC(C)(C)C1CCc2c(sc(NC(=O)c3ccco3)c2C(N)=O)C1 (configuration not stated)	-15	200	nt	15	200	nt	-5	39	44
O=C(Cc1coc(-c2ccc(F)cc2)n1)Nc1ccccc1	nt	nt	-6%	nt	nt	-14%	nt	nt	nt
CCOC(=O)c1sc(NC(=O)CSc2ccccn2)c(C#N)c1C	-5	57	3%	5	57	0%	-5	77	82
c1ccc(-c2nnc(SCc3nc4ccccc4[nH]3)n2Cc2ccco2)nc1	5	108	-1%	-5	108	-161%	-1	82	84
COc1ccc(S(=O)(=O)NCc2ccc(C)cc2)cc1	8	210	-1%	-8	210	29%	-6	107	113
O=C(Cc1ccc(Cl)cc1)Nc1ccc(N2CCN(C(=O)c3ccco3)CC2)c(Cl)c1	19	134	-4%	-19	134	-143%	4	78	74
COc1ccc(NC(=O)CCC(=O)c2ccc(-c3ccccc3)cc2)cc1	-7	194	-68%	7	194	3%	nt	nt	nt
COc1ccc(S(=O)(=O)NC(CC(=O)NCc2ccco2)C(C)C)cc1 (configuration not stated)	nt	nt	-4%	nt	nt	-19%	nt	nt	nt
O=C(C1CCC(=O)N1C1CCCCC1)N1CCN(c2ccc(F)cc2)CC1 (configuration not stated)	19	112	19%	-19	112	-19%	-12	87	99
N#CN(CC(N)=O)c1nc(N2CCCCC2)nc(N2CCCCC2)n1	1	128	-10%	-1	128	2%	-9	61	70
NC(=O)C1CCN(CC(=O)c2c[nH]c3ccc(F)cc23)CC1	-11	140	-1%	11	140	-5%	nt	nt	nt
Cc1nc(SCC(=O)Nc2ccc(F)cc2)c(C#N)c(C)c1CC(=O)c1ccc(Br)cc1	20	167	2%	-20	167	11%	nt	nt	nt
CCOC(=O)C1CCCN(C(=O)CC(C)c2ccccc2)C1 (configuration not stated)	-27	59	-1%	27	59	-46%	5	86	81
COc1ccccc1OC(=O)C1CC(=O)N(c2ccc(Cl)cc2)C1 (configuration not stated)	2	157	-10%	-2	157	-34%	nt	nt	nt
Cc1cc(C(=O)NCc2cccnc2)n(-c2ccccc2)n1	-1	51	3%	1	51	-8%	17	100	83
CC(=O)Nc1ccc(NC(=O)COC(=O)c2ccc(C)s2)cc1	21	41	8%	-21	41	-13%	-33	43	76
CC1CC1C(=O)NCCc1ccc(Cl)cc1 (configuration not stated)	11	91	nt	-11	91	nt	8	97	89
COc1ccc(C(=O)COC(=O)CN2CC(=O)Oc3ccccc32)cc1Br	33	219	22%	-33	219	-34%	-3	80	83
COc1cccc(/C=N/Nc2ncnc3scc(-c4ccccc4)c23)c1OC	-6	172	-5%	6	172	-71%	5	87	82
Cc1cc(NC(=O)c2ccco2)no1	3	157	-5%	-3	157	21%	-2	89	91
CCN(CC)CCCNC(=O)c1nn(-c2cccc(OC)c2)c(=O)c2ccccc12	28	136	-13%	-28	136	-4%	nt	nt	nt
Cc1ccc(OCC(=O)NN2C(=O)c3ccccc3C2=O)c(C)c1	-5	135	3%	5	135	13%	nt	nt	nt
CCn1c(-c2cccnc2Cl)nc2cc(Cl)c(Cl)cc21	8	149	-3%	-8	149	0%	nt	nt	nt
CC(C)(C)NC(=O)COc1ccc(CNc2ccc3[nH]c(=O)[nH]c3c2)cc1	-7	178	0%	7	178	2%	0	89	89
COc1ccc(S(=O)(=O)N2CCC(=O)N2)cc1	-14	139	-5%	14	139	0%	nt	nt	nt
N=c1c2c(-c3ccccc3)c(-c3ccccc3)oc2ncn1CCN1CCOCC1	-6	131	-18%	6	131	-50%	9	42	33
COc1cc(C(=O)CSc2nnc(-c3ccc(O)cc3)n2CC2CCCO2)ccc1NC(C)=O (configuration not stated)	16	95	-4%	-16	95	1%	1	85	84
Cc1nnc(C)n1/N=C/c1ccc(C(=O)O)cc1	22	179	11%	-22	179	-13%	4	88	84
CC1C=CC(C)C(C(=O)O)C1C(=O)O (configuration not stated)	32	134	17%	-32	134	4%	15	99	84

A draw from above in order of heavy-atom count, high to low.
SMILES	IL1B NFkB pot	IL1B NFkB pot cell count 2 µM	Bcl-B TR3 displacers	IL1B NFkB inh	IL1B NFkB inh cell count 2 µM	PLAP inhibition	MRP reversal	MRP reversal cytotoxicity	MRP reversal with doxorubicin
N=c1c2c(-c3ccccc3)c(-c3ccccc3)oc2ncn1CCN1CCOCC1	-6	131	-18%	6	131	-50%	9	42	33
CC(C)(C)NC(=O)COc1ccc(CNc2ccc3[nH]c(=O)[nH]c3c2)cc1	-7	178	0%	7	178	2%	0	89	89
CCn1c(-c2cccnc2Cl)nc2cc(Cl)c(Cl)cc21	8	149	-3%	-8	149	0%	nt	nt	nt
Cc1nnc(C)n1/N=C/c1ccc(C(=O)O)cc1	22	179	11%	-22	179	-13%	4	88	84
COc1ccc(S(=O)(=O)N2CCC(=O)N2)cc1	-14	139	-5%	14	139	0%	nt	nt	nt
CC1C=CC(C)C(C(=O)O)C1C(=O)O (configuration not stated)	32	134	17%	-32	134	4%	15	99	84

Single records, from the list above. Screens in order: IL1B NFkB pot	IL1B NFkB pot cell count 2 µM	Bcl-B TR3 displacers	IL1B NFkB inh	IL1B NFkB inh cell count 2 µM	PLAP inhibition	MRP reversal	MRP reversal cytotoxicity	MRP reversal with doxorubicin
`COc1cc(C(=O)CSc2nnc(-c3ccc(O)cc3)n2CC2CCCO2)ccc1NC(C)=O` (configuration not stated) reads 16	95	-4%	-16	95	1%	1	85	84
`Cc1ccc(OCC(=O)NN2C(=O)c3ccccc3C2=O)c(C)c1` reads -5	135	3%	5	135	13%	nt	nt	nt

Other records follow:
SMILES	IL1B NFkB pot	IL1B NFkB pot cell count 2 µM	Bcl-B TR3 displacers	IL1B NFkB inh	IL1B NFkB inh cell count 2 µM	PLAP inhibition	MRP reversal	MRP reversal cytotoxicity	MRP reversal with doxorubicin
CCOC(=O)c1sc(NC(=O)CN2CCCC2)c(C(=O)OCC)c1C	7	136	-3%	-7	136	-10%	10	70	61
COc1ccc(-c2cc(C3CCN(c4ccc(C(C)=O)cc4[N+](=O)[O-])CC3)[nH]n2)cc1	6	146	-1%	-6	146	-30%	nt	nt	nt
Fc1ccc(-c2csc3[n+]2CCS3)cc1	28	115	nt	-28	115	nt	0	99	99
Cc1cc(/N=C/N(C)C)on1	8	148	-5%	-8	148	19%	0	83	83
CCOc1cccc(-c2nnc(SCC(=O)Nc3ccc(OC)c(OC)c3)n2N)c1	3	118	-2%	-3	118	14%	0	90	90
CNC(=O)c1cc2cc(OC)ccc2n1CCN(Cc1ccccc1)Cc1ccccc1	-4	128	-8%	4	128	67%	-3	66	69
Clc1cccc(Cl)c1CO/N=C/c1c(-c2ccccc2)nc2n1CCS2	-11	169	5%	11	169	-14%	nt	nt	nt
O=C(CSc1nnc(CNc2ccc(F)cc2)n1Cc1ccccc1)NCc1ccco1	-8	81	-1%	8	81	-42%	nt	nt	nt
CCc1nnc(NC(=O)CSc2ncc(-c3ccccc3)n2C)s1	5	114	3%	-5	114	-58%	-2	69	72
CCCOc1ccc(C(=O)Nc2ccc(N(C)C)cc2)cc1	15	121	-4%	-15	121	-17%	-7	82	88

Gathered by group, the entries above with a COOH group (two)
SMILES	IL1B NFkB pot	IL1B NFkB pot cell count 2 µM	Bcl-B TR3 displacers	IL1B NFkB inh	IL1B NFkB inh cell count 2 µM	PLAP inhibition	MRP reversal	MRP reversal cytotoxicity	MRP reversal with doxorubicin
Cc1nnc(C)n1/N=C/c1ccc(C(=O)O)cc1	22	179	11%	-22	179	-13%	4	88	84
CC1C=CC(C)C(C(=O)O)C1C(=O)O (configuration not stated)	32	134	17%	-32	134	4%	15	99	84

Following part
SMILES	IL1B NFkB pot	IL1B NFkB pot cell count 2 µM	Bcl-B TR3 displacers	IL1B NFkB inh	IL1B NFkB inh cell count 2 µM	PLAP inhibition	MRP reversal	MRP reversal cytotoxicity	MRP reversal with doxorubicin
CCOC(=O)c1c(NC(=S)Nc2ccccc2)sc2c1CCN(CC)C2	10	129	-130%	-10	129	11%	nt	nt	nt
N#Cc1ccsc1NC(=O)CSc1ncnc2ccccc12	23	182	-2%	-23	182	-30%	-22	38	59
Cc1ccc(N(C)C(=O)N2CCN(S(=O)(=O)c3c(C)cc(C)cc3C)CC2)cc1	27	164	1%	-27	164	-57%	-15	49	64
O=C(Nc1ccccc1C(=O)N1CCOCC1)C1CC(=O)N(C2CCCC2)C1 (configuration not stated)	18	105	-3%	-18	105	-20%	6	104	98
CCOc1cc(NC(=S)NCC2CCCO2)c(OCC)cc1NC(=O)c1ccccc1C (configuration not stated)	12	141	-1%	-12	141	-8%	nt	nt	nt
CCNc1nc(Sc2ccc(C)cc2)cc(C(F)(F)F)n1	-7	159	-4%	7	159	24%	nt	nt	nt
Cc1ccc(CNc2nc3ccc(C)cc3n3cnnc23)cc1	4	175	-61%	-4	175	9%	nt	nt	nt
O=C(Nc1ccc(-c2nnco2)cc1)c1ccccc1	7	166	-16%	-7	166	39%	11	99	87
COc1ccc(OCc2nn3c(Cn4cnc5ccccc54)nnc3s2)cc1	-10	109	9%	10	109	-14%	-8	105	113
Cn1c(=O)cc(SCC(=O)NCCN2CCN(c3ccccc3F)CC2)c2cc(Cl)ccc21	-2	178	36%	2	178	-38%	-7	67	74
CCn1c(CNc2ccc(F)cc2)nnc1SCCN1CCCCC1	-11	171	5%	11	171	-8%	17	98	81
CCOC(=O)N1CCN(C(=O)CCn2nc(-c3ccccc3)ccc2=O)CC1	28	121	-16%	-28	121	-34%	1	84	83
CCOC(=O)C(C)Oc1ccc(C2NC(=O)NC(C)=C2C(C)=O)cc1Br (configuration not stated)	17	111	2%	-17	111	15%	2	90	89
O=C(c1cnccn1)N1CCN(C/C=C/c2ccccc2)CC1	-2	124	10%	2	124	-14%	0	89	89

High-throughput results: PubChem BioAssay, several laboratories
